Assay outcomes as filed in PubChem BioAssay.
MRP resist rev: reversal of MRP1-mediated doxorubicin resistance, primary screen, H69AR cells, doxorubicin co-treatment; 85,000 tested, 0.04% active; differential viability (reversal), % at 10 µM; H69AR cells + 2 uM doxorubicin, CellTiter-Glo, 72 h;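 active = viability drop by adding the cancer drug above about 55%, with treated viability meeting a 40% cutoff, limit read from the data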;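 also: viability without doxorubicin minus viability with 2 µM doxorubicin for each compound; larger differential means the compound sensitizes cells more to doxorubicin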
NFkB transloc inh: inhibitors of IL-1B driven NFkB p65 nuclear import, primary screen, imaging, HUVEC, IL-1B stimulus, high-content imaging; HUVEC IL-1B NFkB p65 nuclear translocation imaging; AID 796, 2007; 94,000 tested, 0.43% active; inhibition, % at 2 µM;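 active = inhibition above about 30% together with a positive call from visual inspection of the well image, limit read from the data; inconclusive = inhibition above a set limit but visual check negative; inactive = inhibition not above a set limit, visual check negative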;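 also: nuclear over cytoplasmic p65 intensity ratio measured by imaging; 0% = IL-1B stimulated DMSO wells and 100% = unstimulated DMSO wells; values of inactives mirror those of a sister screen read the other way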
PLAP inhibition: PLAP enzyme inhibitors, biochemical, luminescence, HTS (AID 690). Alkaline phosphatase, placental type (Homo sapiens). purified PLAP, luminescent substrate; higher % means a stronger effect. inhibition, % at 20 µM, or IC50 in µM where a hit was titrated. 96,000 tested, 0.08% active; in the data active = a potency from the dose series; inactive = the rest, 99 in 100 with inhibition below about 30%; also: strong numbers were not always called active
IL1B NFkB pot: enhancers of NFkB p65 translocation in HUVEC – imaging, IL-1B stimulus, high-content imaging, primary screen; HUVEC IL-1B NFkB p65 nuclear translocation imaging; activation, % at 2 µM; 94,000 tested, 0.3% active;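 active = activation above 40%, about the mean plus 3 SD, also judged a hit on visual image review; inconclusive = activation above 40% but not a hit on visual review; inactive = activation not above 40% and no visual hit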;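 also: percent activation is computed from the nuclear over cytoplasmic p65 intensity ratio; values of inactives mirror those of a sister screen read the other way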
Bcl-B TR3 displacers: displacers of TR3 peptide from Bcl-B, primary screen, selectivity assay for Bfl-1 inhibitor project, biochemical, fluorescence polarization; AID 748, 2007; displacement, % at 20 µM, or IC50 in µM where a hit was titrated; Bcl-2-like protein 10 (Homo sapiens); FP displacement of FITC-TR3 peptide from Bcl-B; higher % means a stronger effect; 96,000 tested, 0.11% active;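 active = displacement above 50% at 20 µM plus a fluorescence interference ratio under 1.5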;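 also: plate controls were wells without compound for no effect and wells lacking Bcl-B protein for full effect; a part of the inactive calls stands beside numbers as strong as those of hits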
MRP resist rev cytotoxicity: further read-out of MRP resist rev, marked with its call; viability, %; H69AR cells, CellTiter-Glo, 72 h; measured here: cytotoxicity without doxorubicin
MRP resist rev with doxorubicin: recorded beside MRP resist rev, whose call it bears; viability, %; measured here: viability with 2 uM doxorubicin; active compounds read low
NFkB transloc inh cell count 2 µM: further read-out of NFkB transloc inh, marked with its call; cell count; measured here: cells passing quality filter;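 raw number of nuclei counted in each imaged well without normalization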
IL1B NFkB pot cell count 2 µM: recorded beside IL1B NFkB pot, whose call it bears; cell count; measured here: cells passing quality filter
* marks the source's active call; other numbers are inactive results; ? = inconclusive; · = no result given. The list is partial; count on the stated rates, not on these rows.

SMILES | MRP resist rev | MRP resist rev cytotoxicity | MRP resist rev with doxorubicin | NFkB transloc inh | NFkB transloc inh cell count 2 µM | PLAP inhibition | IL1B NFkB pot | IL1B NFkB pot cell count 2 µM | Bcl-B TR3 displacers
COc1ccc(OC)c(S(=O)(=O)n2nnc3cc(Cl)ccc32)c1 | 5 | 109 | 104 | 1 | 107 | -21% | -1 | 107 | 3%
Cc1ccc(-c2noc(COc3ccc4c(c3)OCO4)n2)cc1 | -6 | 85 | 91 | -5 | 168 | · | 5 | 168 | ·
CCOC(=O)C1(S(=O)(=O)c2ccc(Cl)cc2)CCN(Cc2ccc(Cl)cc2)CC1 | · | · | · | -13 | 166 | -14% | 13 | 166 | -6%
N#Cc1ccccc1CSc1nc2ncc(Br)cc2[nH]1 | 9 | 90 | 81 | · | · | 5% | · | · | -15%
Cc1cccc(N/C(N)=N/c2nc3c(c(=O)[nH]2)CCCC3)c1 | -6 | 83 | 89 | 18 | 122 | -13% | -18 | 122 | -4%
COc1cccc(C(=O)Nc2ccc(C)cc2)c1 | 10 | 103 | 93 | 18 | 96 | 23% | -18 | 96 | -8%
FC(F)(F)c1ccc(N2CCOCC2)c(Nc2nc3ccccc3n3cnnc23)c1 | · | · | · | -2 | 138 | -32% | 2 | 138 | -5%
Cc1ccc(-c2nc3ccccc3[nH]2)cc1NC(=O)/C=C/c1ccco1 | · | · | · | 6 | 119 | -10% | -6 | 119 | -9%
O=C(Nc1ccc2c(c1)OCO2)C1CCCN(S(=O)(=O)c2cccs2)C1 (configuration not stated) | 13 | 88 | 75 | -5 | 193 | -2% | 5 | 193 | -8%
COC(=O)c1ccccc1NS(=O)(=O)c1ccc2c3c(cccc13)C(=O)N2 | -6 | 83 | 90 | 5 | 102 | -1% | -5 | 102 | 4%
CC1=CC(C)(C)N(C(=O)CSc2nnc(-c3ccc(C)cc3)o2)c2ccc(C)cc21 | 6 | 72 | 66 | -8 | 148 | -46% | 8 | 148 | -8%
CCOC(=O)c1ccc(-n2cncn2)nc1 | 10 | 100 | 90 | · | · | 7% | · | · | 17%
COC(=O)c1c(CCl)noc1C(=O)NCC1CCCO1 (configuration not stated) | · | · | · | 4 | 122 | -11% | -3 | 122 | 5%
O=C(CN(Cc1ccco1)C(=O)CNS(=O)(=O)c1ccccc1)NCc1ccc(F)cc1 | 2 | 93 | 91 | -44 | 141 | -35% | ? | · | 0%
Cc1ccc(C(=O)Nc2ccc3nc(C)sc3c2)s1 | 1 | 88 | 87 | -2 | 136 | 3% | 2 | 136 | -6%
CCOC(=O)c1cn(CC)c2ccc(Br)cc2c1=O | 18 | 97 | 80 | -1 | 178 | 8% | 1 | 178 | -1%
Cc1ccc(CC(=O)Nc2nc3ccccc3[nH]2)cc1C | -3 | 95 | 98 | -6 | 143 | -6% | 6 | 143 | -1%
O=C(NCCOc1ccc(Cl)cc1)C1CC(=O)N(c2ccc(F)cc2)C1 (configuration not stated) | 14 | 100 | 86 | 8 | 175 | 8% | -8 | 175 | -15%
CC(=O)C1=C(C)Nc2cc(C(F)(F)F)ccc2S1 | 6 | 92 | 86 | -15 | 161 | -29% | 15 | 161 | -3%
Cc1cc(=O)oc2cc(OCC(=O)OCC(=O)NCc3ccc4c(c3)OCO4)ccc12 | 9 | 93 | 84 | -8 | 211 | 1% | 8 | 211 | -14%
c1ccc(CN2CCN(c3ncnc4nc[nH]c34)CC2)cc1 | 21 | 102 | 81 | · | · | -106% | · | · | 1%
CCSC1=C(C#N)C2(CCCC2)C(C#N)=C(N)N1 | 2 | 82 | 80 | -4 | 175 | -36% | 4 | 175 | -47%
CC1CCN(C(=O)CSc2nnc(CN3CCOCC3)n2-c2ccccc2)CC1 | -7 | 99 | 106 | -2 | 132 | -48% | 2 | 132 | -2%
Cc1[nH]c(=O)[nH]c(=O)c1S(=O)(=O)N1CCN(c2ccccc2F)CC1 | · | · | · | -10 | 142 | 8% | 11 | 142 | 1%
O=C(NC1CCCCC1)N1CCC(c2nc(-c3ccc(S(=O)(=O)N4CCCC4)cc3)no2)CC1 | -38 | 30 | 68 | 4 | 185 | -4% | -4 | 185 | 3%
Cc1ccc2cc(CCNC(=O)C(C)(C)C)c(=O)[nH]c2c1 | 5 | 95 | 90 | · | · | -37% | · | · | -3%
CCc1cc2c(=O)c(Oc3ccccc3)c(C)oc2cc1O | -4 | 94 | 98 | -27 | 184 | 10% | 27 | 184 | -5%
Cc1cccc(N2CCN(C(=O)c3ccc4ncsc4c3)CC2)c1C | · | · | · | -10 | 198 | -52% | 10 | 198 | 0%
CC(=O)N1CC2(C)CN(C(C)=O)CC(C)(C1)C2=O | -13 | 90 | 103 | · | · | -4% | · | · | 1%
CN1CCN(c2nc(-c3ccco3)cc(C(F)(F)F)n2)CC1 | 7 | 94 | 86 | 1 | 150 | -51% | -1 | 150 | -2%
O=C(CC1NC2CCCCC2NC1=O)Nc1cccc(C(F)(F)F)c1 (configuration not stated) | 4 | 84 | 79 | -2 | 76 | -2% | 2 | 76 | 0%
Cc1c(NC(=O)c2cc(-c3ccccc3)on2)c(=O)n(-c2ccccc2)n1C | 5 | 93 | 88 | 2 | 145 | -6% | -2 | 145 | 2%
Cc1c(C#N)c2ccccc2n1CC(=O)NCc1ccccc1 | 22 | 96 | 74 | 1 | 113 | · | -1 | 113 | ·
CCOC(=O)C1CCN(C(=O)c2oc3ccc(S(=O)(=O)N4CCCCCC4)cc3c2C)CC1 | 8 | 76 | 67 | -18 | 145 | -6% | 18 | 145 | -7%
NS(=O)(=O)c1ccc(NC(=O)c2ccccc2Cl)cc1 | -2 | 92 | 94 | 0 | 92 | 1% | 0 | 92 | 5%
COC(=O)c1ccccc1NC(=O)c1cc(-c2cccs2)on1 | -7 | 11 | 18 | -20 | 122 | -5% | 20 | 122 | -9%
COc1ccc(-c2nnc3c4ccccc4c(C)nn23)cc1S(=O)(=O)N1CCN(CCO)CC1 | 10 | 88 | 78 | -9 | 147 | · | 9 | 147 | ·
CC(C)n1c(=O)c2c(O)cc(=O)oc2c2ccccc21 | · | · | · | 11 | 133 | -8% | -11 | 133 | -10%
CC(C)(CNS(=O)(=O)c1ccc(F)cc1)CNS(=O)(=O)c1ccc(F)cc1 | -7 | 89 | 96 | -18 | 147 | -8% | 17 | 147 | -8%
O=C(/C=C/c1ccc([N+](=O)[O-])cc1)NCC1CCCO1 (configuration not stated) | · | · | · | -28 | 157 | 13% | 28 | 157 | 4%
Cc1cccc(C)c1NC(=O)CSc1nnc(Cc2ccccc2)o1 | 11 | 99 | 88 | -9 | 75 | · | 9 | 75 | ·
CN1CCN(S(=O)(=O)c2cccc([N+](=O)[O-])c2)CC1 | · | · | · | 4 | 125 | · | -4 | 125 | ·
COc1ccccc1-c1n[nH]c2c1[C@H](C)CC[C@H]2C(C)C | · | · | · | -6 | 130 | -38% | 6 | 130 | 6%
N#Cc1nc(COc2ccc(Cl)cc2)oc1N1CCN(Cc2ccccc2)CC1 | · | · | · | -25 | 148 | 2% | 25 | 148 | 3%
CCCCOC(=O)CSc1nc(N)c(C#N)c(-c2ccc(OC)cc2)c1C#N | -8 | 61 | 68 | -7 | 92 | 24% | 7 | 92 | -6%
Cn1c(=O)c(C(=O)CN2CCCc3ccccc32)c(N)n(Cc2ccccc2)c1=O | -15 | 66 | 82 | · | · | -82% | · | · | -54%
CC/C(=N\O)c1ccc(OC)c(OC)c1 | 0 | 95 | 94 | 27 | 77 | -24% | -27 | 77 | 3%
CCOC(=O)COc1ccc(S(=O)(=O)N2CCc3ccccc3C2)cc1 | -1 | 92 | 93 | -1 | 128 | -30% | 1 | 128 | 0%
COC(=O)C1=C(N)Oc2cc(C)n(C)c(=O)c2C1c1ccc(Cl)cc1 (configuration not stated) | -7 | 89 | 96 | · | · | 9% | · | · | -2%
O=C(c1ccco1)N(Cc1cc2ccccc2[nH]c1=O)C1CCCCC1 | -12 | 77 | 89 | -19 | 140 | 6% | 19 | 140 | -5%
CC1=C(C(=O)Nc2cccc(C)n2)C(c2ccc3c(c2)OCO3)C2=C(CC(c3ccco3)CC2=O)N1 (configuration not stated) | 10 | 101 | 90 | -21 | 142 | -84% | 21 | 142 | 9%
O=C(CCn1c(=O)c2ccccc2n(CC(=O)NCCC2=CCCCC2)c1=O)NCc1ccco1 | 4 | 88 | 85 | -10 | 98 | -8% | 10 | 98 | 1%
Cc1cc(C)cc(Nc2cc(=O)n(C3CCCCC3)c(=O)[nH]2)c1 | -21 | 39 | 61 | -10 | 114 | 11% | 10 | 114 | -5%
CCOC(=O)N1CCC(NC(=O)c2csc3c2CCCC3)CC1 | -2 | 85 | 86 | -2 | 181 | -3% | 2 | 181 | 1%
Cn1nnnc1SCC(=O)NC(=O)NCc1ccccc1 | 1 | 96 | 95 | 7 | 116 | -21% | -7 | 116 | 2%
Cn1c(=O)n(Cc2ccccc2F)c2ccccc21 | -29 | 54 | 82 | -3 | 111 | -45% | 3 | 111 | -5%
CCOc1ccc(-c2c(C)n([O-])c3c([n+]2=O)CCCC3)cc1 | · | · | · | -1 | 146 | 15% | 1 | 146 | -2%
Cc1ccc(C(=O)N2CCC(C(=O)NCc3cccnc3)CC2)cc1 | -2 | 95 | 97 | 11 | 114 | · | -11 | 114 | ·
CCCNC(=O)CS(=O)Cc1nc(-c2ccc(OC)cc2)oc1C (configuration not stated) | 3 | 95 | 92 | · | · | -56% | · | · | -4%
CSc1c(CC(=O)Nc2ccccc2Cl)n(Cc2ccccc2)c2ccccc12 | · | · | · | -92 | 174 | -8% | ? | · | -5%
New compounds follow.
SMILES | MRP resist rev | MRP resist rev cytotoxicity | MRP resist rev with doxorubicin | NFkB transloc inh | NFkB transloc inh cell count 2 µM | PLAP inhibition | IL1B NFkB pot | IL1B NFkB pot cell count 2 µM | Bcl-B TR3 displacers
COC(=O)c1c(NS(=O)(=O)c2ccc3ccccc3c2)sc2c1CCCC2 | · | · | · | 0 | 132 | -62% | 0 | 132 | -19%
Cc1ccc(-c2csc(NC(=O)c3cccs3)n2)cc1 | 4 | 109 | 104 | -7 | 199 | -20% | 7 | 199 | -15%
CCOC(=O)/C(C#N)=C1\Nc2ccccc2N=C1N(CC(C)C)CC(C)C | 11 | 94 | 83 | -18 | 62 | -29% | 18 | 62 | -30%
Cc1ccc(Cl)c2c1NC(=O)C2(O)CC(=O)c1ccc(F)cc1 (configuration not stated) | -2 | 67 | 69 | 0 | 172 | 7% | 0 | 172 | -16%
CCOC(=O)N1CCC(NC(=O)c2ccc3snnc3c2)CC1 | 3 | 97 | 94 | · | · | 16% | · | · | -2%
Cc1ccc(S(=O)(=O)Nc2ccc(-c3nc4cc(NS(=O)(=O)c5ccc(C)cc5)ccc4o3)cc2)cc1 | · | · | · | 0 | 147 | -94% | 0 | 147 | -15%
O=C(OC1CSc2nc3ccccc3n2C1)c1ccco1 (configuration not stated) | 22 | 100 | 78 | · | · | 19% | · | · | -5%

Four entries drawn at random from those above:
SMILES | MRP resist rev | MRP resist rev cytotoxicity | MRP resist rev with doxorubicin | NFkB transloc inh | NFkB transloc inh cell count 2 µM | PLAP inhibition | IL1B NFkB pot | IL1B NFkB pot cell count 2 µM | Bcl-B TR3 displacers
O=C(OC1CSc2nc3ccccc3n2C1)c1ccco1 (configuration not stated) | 22 | 100 | 78 | · | · | 19% | · | · | -5%
Cc1ccc(S(=O)(=O)Nc2ccc(-c3nc4cc(NS(=O)(=O)c5ccc(C)cc5)ccc4o3)cc2)cc1 | · | · | · | 0 | 147 | -94% | 0 | 147 | -15%
CCOC(=O)/C(C#N)=C1\Nc2ccccc2N=C1N(CC(C)C)CC(C)C | 11 | 94 | 83 | -18 | 62 | -29% | 18 | 62 | -30%
Cc1ccc(-c2csc(NC(=O)c3cccs3)n2)cc1 | 4 | 109 | 104 | -7 | 199 | -20% | 7 | 199 | -15%
